# Screening results deposited in PubChem BioAssay by several laboratories.
# DAGLB inh: DAGLB lipase inhibitors, primary screen, biochemical, fluorescence, HTS; Diacylglycerol lipase-beta (Homo sapiens), Q8NCG7; HEK293T DAGLB membrane lysate, EnzChek fluorogenic substrate; inhibition, % at 5.17 µM; 340,000 tested, 0.059% active; AID 504411, 2011; in the data active means inhibition above about 34%;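 further: 0% = enzyme with vehicle and 100% = wells lacking enzyme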
# OPRM1-OPRD1 inv: inverse agonists of MOR-DOR heterodimerization, primary screen, cell-based, luminescence; Mu-type opioid receptor (Homo sapiens) + Delta-type opioid receptor (Homo sapiens), …; inhibition, % at 9.3 µM; cell-based MOR-DOR heterodimer luminescence, inverse agonism; 340,000 tested, 0.21% active; in the data active means inhibition above about 22%, passing the limit was not always enough;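 further: 0% = cells with DMSO and 100% = wells without cells with DMSO; values of inactives mirror those of a sister screen read the other way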
# HTR5A ag ctr: HTR5A agonists in luminescence cell assay, primary screen, counter-screen for OPRM1-OPRD1 heterodimer agonist project, full-deck HTS. 5-hydroxytryptamine receptor 5A (Homo sapiens), P47898. cell-based. activation, % at 9.3 µM. 340,000 tested, 0.61% active. AID 504692, 2011; in the data active means activation mostly above about 9.5%, no sharp cut-off; inactive means mostly below about 7.6%;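 further: 0% = cells with vehicle only and 100% = reference agonist; strong numbers were not always called active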
# DSG3 Ab inh: inhibitors of pemphigus antibody binding to DSG3, primary screen, biochemical, bead-based, flow cytometry, scFv-GFP | DSG3-coupled beads, scFv-anti-DSG3-GFP binding; hits give low values | binding (percent of control), % at 10 µM | 310,000 tested, 0.48% active | AID 588358, 2011;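 active means binding more than 3 SD below its plate's average and above zero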;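 further: hits lower antibody fragment binding to DSG3; some compounds called inactive have numbers as strong as hits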
# Target sequence (P32926 whole entry, looked up, the tested form may be a part): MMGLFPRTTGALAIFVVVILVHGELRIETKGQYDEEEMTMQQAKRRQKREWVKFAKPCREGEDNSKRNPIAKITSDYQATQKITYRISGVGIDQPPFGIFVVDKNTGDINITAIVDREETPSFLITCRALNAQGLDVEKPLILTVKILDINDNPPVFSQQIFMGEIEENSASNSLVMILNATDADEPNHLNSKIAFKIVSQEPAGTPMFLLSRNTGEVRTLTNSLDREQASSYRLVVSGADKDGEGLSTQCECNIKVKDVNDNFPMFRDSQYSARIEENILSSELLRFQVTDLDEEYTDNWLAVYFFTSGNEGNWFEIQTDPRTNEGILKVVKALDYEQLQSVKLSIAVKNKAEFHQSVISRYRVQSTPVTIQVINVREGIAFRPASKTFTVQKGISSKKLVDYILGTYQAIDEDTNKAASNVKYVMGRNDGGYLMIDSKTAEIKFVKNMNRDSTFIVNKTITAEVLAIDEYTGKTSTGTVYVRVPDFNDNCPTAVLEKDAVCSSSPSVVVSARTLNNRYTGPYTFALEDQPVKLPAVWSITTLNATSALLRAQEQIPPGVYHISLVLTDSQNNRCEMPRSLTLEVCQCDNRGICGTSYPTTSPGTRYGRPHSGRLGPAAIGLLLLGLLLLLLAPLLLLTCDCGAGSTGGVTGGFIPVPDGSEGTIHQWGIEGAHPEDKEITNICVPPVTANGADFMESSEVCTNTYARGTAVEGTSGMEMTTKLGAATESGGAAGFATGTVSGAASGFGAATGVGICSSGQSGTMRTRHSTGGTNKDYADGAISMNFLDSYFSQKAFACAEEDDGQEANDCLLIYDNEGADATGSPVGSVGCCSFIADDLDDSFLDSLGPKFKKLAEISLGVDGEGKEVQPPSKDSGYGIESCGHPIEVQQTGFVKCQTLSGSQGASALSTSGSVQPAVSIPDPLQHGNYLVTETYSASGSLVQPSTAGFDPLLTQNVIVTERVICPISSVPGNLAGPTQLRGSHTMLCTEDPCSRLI
# PKA-R1A act: activators of PKA-R1A holoenzyme, primary screen, biochemical, fluorescence polarization, Cy5-IP20, bovine R1A, mouse PKAc | cAMP-dependent protein kinase type I-alpha regulatory subunit (Bos taurus) + … | activation, % at 11.4 µM | PKA-R1A dissociation; scaled: DMSO 0%, 113 µM cGMP 100% | 340,000 tested, 0.083% active;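 active means percent activation above the mean of all tested compounds plus 3 SD, cut at about 19% in these data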;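 further: higher means more PKAc released from R1A so a rise in polarization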
# HTR5A inv ag: HTR5A inverse agonists in luminescence cell assay, primary screen, counter-screen for OPRM1-OPRD1 heterodimer inverse agonist project, full-deck HTS | inhibition, % at 9.3 µM | 340,000 tested, 0.083% active | 5-hydroxytryptamine receptor 5A (Homo sapiens), P47898 | HTR5A cell line, inverse agonism; in the data active means inhibition mostly above about 23%, no sharp cut-off; inactive means mostly below about 18%;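 further: 0% = cells with DMSO and 100% = no-cell wells with DMSO; some compounds called inactive have numbers as strong as hits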
# Arrestin-AP2 inh: inhibitors of beta-arrestin/AP2 binding, primary screen, biochemical, GPCR trafficking, flow cytometry. beta-arrestin 1 C-terminal peptide binding to AP2 beta2-adaptin appendage (human). FITC-arrestin peptide / GST-AP2 beads; AP2 beta2 appendage carries R879A mutation. inhibition, % at 10 µM. 340,000 tested, 0.31% active. AID 504490, 2011;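 active means inhibition above a set limit, near 3 SD of compounds lacking own fluorescence, cut at about 54% in these data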;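 further: plate controls were DMSO wells for no effect and 5 µM unlabelled arrestin peptide for full effect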
#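 Material – GST-tagged AP2 beta2-adaptin appendage (R879A) on 4 µm glutathione beads · Probe or stimulus – fluorescein-tagged arrestin peptide at 50 nM final · Timing – 12 min plus 1 h, RT · Detection – bead flow cytometry, FITC channel · Read-out basis – inhibition as reduced fluorescein signal on beads, percent · Medium – PBS plus Tween 20 (0.05%) and BSA (0.1%)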
# MOR-DOR ag: agonists of OPRM1-OPRD1 heterodimerization, primary screen, cell-based, luminescence | Mu-type opioid receptor (Homo sapiens) + Delta-type opioid receptor (Homo sapiens), … | cells | activation, % at 9.3 µM | 340,000 tested, 0.3% active | AID 504326, 2011; in the data active means activation above about 18%;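 further: 0% = vehicle-treated cells and 100% = reference agonist; values of inactives mirror those of a sister screen read the other way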
# PKA-R2B act: activators of PKA-R2B holoenzyme, primary screen, biochemical, fluorescence polarization, Cy5-IP20, human. activation, % at 11.4 µM. PKA-R2B holoenzyme dissociation; R2B truncated from residue 108, S112A mutant; 0% DMSO only, 100% 113 µM cGMP. 340,000 tested, 0.079% active. AID 504700, 2011;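 active means activation above a cutoff set at the mean over all compounds plus 3 SD, cut at about 18% in these data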;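 further: higher means more holoenzyme dissociation and a rise in polarization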
# V-ATPase pHluor: regulators of yeast V-ATPase proton pumping, primary screen, pHLuorin cytosolic pH fluorescence. 350,000 tested, 0.37% active. response, % at 10 µM. S. cerevisiae; in the data active means response mostly above about 7.3%, no sharp cut-off; inactive means mostly below about 5.4%; further: actives read high; inactives centre near 0; some compounds called inactive have numbers as strong as hits; reference of the scale not given here
# * marks the source's active call; other numbers are inactive results; · = no result given.
# Start of the data: the first two records, ahead of the listing:
canonical_smiles	DAGLB inh	OPRM1-OPRD1 inv	HTR5A ag ctr	DSG3 Ab inh	PKA-R1A act	HTR5A inv ag	Arrestin-AP2 inh	MOR-DOR ag	PKA-R2B act	V-ATPase pHluor
O=C(O)Cn1nnnc1-c1ccc(F)cc1	2.0	13.0	-0.8	102.2	2.6	8.0	1.8	-2.4	-7.5	-1.6
CCc1c(C)nc(SCC(=O)NNC(=O)Cc2ccc(OC)cc2)[nH]c1=O	0.0	18.1	-0.1	112.3	-4.4	0.1	-15.0	-3.4	-10.2	-0.3

# The listing, repeating the preview:
canonical_smiles	DAGLB inh	OPRM1-OPRD1 inv	HTR5A ag ctr	DSG3 Ab inh	PKA-R1A act	HTR5A inv ag	Arrestin-AP2 inh	MOR-DOR ag	PKA-R2B act	V-ATPase pHluor
O=C(O)Cn1nnnc1-c1ccc(F)cc1	2.0	13.0	-0.8	102.2	2.6	8.0	1.8	-2.4	-7.5	-1.6
CCc1c(C)nc(SCC(=O)NNC(=O)Cc2ccc(OC)cc2)[nH]c1=O	0.0	18.1	-0.1	112.3	-4.4	0.1	-15.0	-3.4	-10.2	-0.3
CC1CN(c2oc(-c3ccco3)nc2C#N)CC(C)O1 (stereo unspecified)	-1.3	2.4	-3.8	101.1	4.4	13.7	4.4	-0.4	-7.1	0.8
CCOCCCNC(=O)C(Cc1ccccc1)NC(=O)c1ccco1 (stereo unspecified)	-2.9	1.5	2.8	·	4.5	14.4	7.1	-0.3	4.0	5.5
Cc1nn(-c2ccccc2)c(C)c1NC(=O)COC(=O)Cc1cccc(C(F)(F)F)c1	-4.3	2.6	-4.7	112.9	2.0	11.7	-9.7	-0.5	-5.6	-1.3
Cc1cccc2nc(-c3cccc(NC(=O)c4ccc(Cl)cc4)c3)cn12	-4.6	-9.3	14.2	97.0	-6.9	-36.7	8.9	1.7	-6.0	5.8
COc1ccc(N2CC(C(=O)Nc3ccc(N4CCOCC4)cc3)CC2=O)cc1 (stereo unspecified)	1.4	-2.1	3.6	107.3	8.0	-7.3	6.6	0.4	3.6	-0.2
CCCn1c(=O)c(C(=O)NNS(=O)(=O)c2ccc(NC(=O)OC)cc2)c(O)c2ccccc21	1.8	27.7	-2.4	119.9	7.3	17.4	7.3	-5.3	-1.4	2.7
COc1ccc(S(=O)(=O)Nc2ccncc2)c(C)c1C	0.2	16.3	2.8	118.9	-2.1	-7.6	-4.9	-3.3	0.3	2.5
Cc1cc(C)n(C(=O)c2cccc(S(=O)(=O)N3CCCC3)c2)n1	-1.3	3.8	0.1	108.3	-5.8	-0.9	3.9	-0.7	-15.2	4.1
O=C(COC(=O)/C=C/c1ccccc1Cl)NC1CC1	-3.3	·	·	107.3	-6.2	·	·	·	0.2	1.3
CC12CN3CC(C)(CN(C1)C3c1ccc(Cl)cc1)C2 (stereo unspecified)	-0.7	19.7	0.9	·	-11.3	16.6	-3.0	-4.0	4.2	0.3
COC(=O)CCCC1=CC2=CC(=O)C(C)(OC(=O)c3cccs3)C(=O)C2=CN1CC1CC1 (stereo unspecified)	3.5	-32.6	1.4	103.8	-5.9	13.2	21.8	5.9	-4.4	12.8
CCc1ccc(NC(=O)C(C)Sc2nnc(CN3CCCC3)o2)cc1 (stereo unspecified)	-2.7	9.1	-4.9	95.2	-2.0	12.0	-14.4	-2.2	-5.3	5.0
CCOc1ccc(Br)cc1S(=O)(=O)Nc1ccc(C(=O)OCC(=O)Nc2ccc(C#N)cc2)cc1	0.5	4.7	-0.6	87.2	-14.5	0.0	6.0	-0.9	-12.9	-0.1
O=C(COC(=O)C1CC(O)CN1S(=O)(=O)c1ccc(Cl)cc1)c1cccc(Cl)c1 (stereo unspecified)	0.0	3.8	-0.6	97.2	-11.5	17.4	9.1	-0.6	8.1	-1.5
CCc1nc(SCC(=O)c2c[nH]c3ccccc23)n[nH]1	1.5	9.4	-5.1	101.5	3.7	13.3	2.7	-1.7	-7.7	-0.9
CCOc1ccc(C)cc1S(=O)(=O)n1nc(C)cc1C	-1.0	5.3	4.1	106.2	4.2	-28.4	-27.5	-1.1	-11.0	-1.7
COC(=O)C(Cc1ccccc1)NC(=O)CC(C)CC(=O)Nc1ccc(OC)cc1OC (stereo unspecified)	1.0	3.1	0.1	114.9	-6.7	-0.3	3.9	-0.6	5.0	-0.7
COc1ccc(-n2c(Cn3nc(C(F)(F)F)cc3C)n[nH]c2=S)cc1	-0.4	0.6	3.2	122.1	-5.3	-7.5	-33.6	-0.1	-0.5	-0.7
c1ccc(CSc2nnc(-c3c[nH]c4ccccc34)o2)cc1	-2.9	-9.2	-0.7	113.9	-0.7	9.0	2.4	2.2	1.6	-2.4
Cc1nc2c(-c3ccc(F)cc3)c(C)[nH]n2c(=O)c1Cl	5.7	3.4	2.3	117.9	4.4	-8.8	0.7	-0.7	-3.0	-2.6
CCCSc1nsc(SCCC)c1C#N	-0.9	-1.1	-1.8	103.9	-7.4	5.0	10.7	0.2	-0.7	-6.0
O=C(CN1C(=O)NC(c2ccccc2)(c2ccccc2)C1=O)NCCNCCO	-0.7	15.6	-0.7	117.5	0.2	2.5	-6.0	-3.1	1.5	-3.4
O=c1[nH]c(Cc2ccccc2Cl)nc2ccccc12	-0.9	21.7	4.9	99.4	-9.2	-13.3	29.5	-4.3	-14.8	-0.2

# Later entries.
canonical_smiles	DAGLB inh	OPRM1-OPRD1 inv	HTR5A ag ctr	DSG3 Ab inh	PKA-R1A act	HTR5A inv ag	Arrestin-AP2 inh	MOR-DOR ag	PKA-R2B act	V-ATPase pHluor
C/C(=N\Nc1ccc([N+](=O)[O-])cc1)c1ccc(-n2nncc2C(C)(C)C)cc1	1.4	2.6	5.4	97.4	-3.5	-14.9	93.7*	-0.4	-10.3	-0.4
COc1ccc(N(CC(=O)N2CCN(Cc3ccccc3)CC2)S(C)(=O)=O)cc1OC	-2.4	16.3	5.9	95.6	2.7	-21.9	27.6	-3.4	-4.2	-0.4
O=C(CSc1nc(=O)n(CCCN2CCOCC2)c2c1CCC2)Nc1ccc([N+](=O)[O-])cc1	-0.5	20.2	-1.3	97.8	0.5	24.5	5.0	-4.2	4.6	-0.6
CCc1ccc(C(=O)Nc2nc(C)cs2)s1	2.0	-11.9	4.2	102.5	0.3	-14.2	8.2	2.2	-1.4	-3.9
COc1ccc(C(=O)n2cnnc2N)cc1	0.0	2.2	-0.4	59.4	0.2	-16.6	5.8	-0.4	10.7	1.8
CSc1nc(NCc2ccco2)c2ccccc2n1	-6.0	-6.2	2.2	·	12.4	0.6	4.6	1.1	7.1	1.4
COc1ccc(-c2nn(-c3ccccc3)cc2CN(C)CCn2ccnc2C)c(F)c1	2.2	-38.3	3.3	90.1	-4.7	-19.1	-6.0	7.4	5.8	-2.5
CN1CCN(C(=O)c2ccccc2NC(=O)c2ccccc2)CC1	-3.2	6.0	-1.1	107.5	-5.1	-26.4	1.4	-0.9	-3.1	0.8
O=[N+]([O-])/C=C/c1cn(Cc2ccc(Cl)cc2)c2ccccc12	1.7	-30.8	4.3	113.7	-8.3	5.9	5.4	4.5	10.3	4.3
COCCn1c(SCC(=O)Nc2ccc(OC)c(S(N)(=O)=O)c2)nc2ccccc21	0.5	12.4	0.1	101.8	-3.9	-18.9	15.2	-2.3	0.2	-3.3
Clc1ccc(-c2nn3cnnc3s2)c(Cl)c1	-1.5	-2.7	6.7	98.7	0.3	-14.4	6.8	0.4	-4.5	6.5
O=C(c1ccco1)N1CCN(S(=O)(=O)c2c(Cl)cccc2Cl)CC1	0.4	2.7	-0.7	102.5	3.8	2.6	2.3	-0.6	3.7	1.2
COc1ccc(NC(=O)COC(=O)c2cc(Cl)ccc2O)cc1S(=O)(=O)N1CCCCC1	1.9	11.7	3.5	91.7	0.1	-8.4	-7.1	-2.9	-6.7	-2.7
O=C(NN=Cc1ccccc1O)c1cccc([N+](=O)[O-])c1	5.3	-4.4	2.2	115.6	2.1	-8.9	-1.6	0.8	-2.4	-2.8
CCOc1ccccc1-n1c(SCC(=O)N(C(C)C)C(C)C)nnc1-c1cccnc1	-0.9	1.2	-1.7	98.8	-2.8	14.8	-3.4	-0.2	-15.4	18.2*
CCn1ncc(N2CCOCC2)c(Cl)c1=O	-0.5	6.8	5.1	98.3	-5.3	-19.8	7.5	-1.2	3.1	-0.4
COc1ccc(NC(C)=O)cc1NC(=O)CSc1nnc(-c2cccnc2)n1C	0.2	8.6	3.7	93.2	5.3	2.2	26.8	-1.7	5.6	-3.4
CCn1nc(C)c(C2C(C#N)=C(N)Oc3n[nH]c(C)c32)c1C (stereo unspecified)	-1.2	-0.3	1.6	93.5	1.3	22.9	10.4	0.0	-1.8	1.2
CCCc1nc(NCc2ccncc2)c2nnn(Cc3ccccc3F)c2n1	1.7	2.1	0.4	113.2	-5.8	6.7	3.8	-0.4	-8.0	-1.8
COc1ccc(/C=c2\s/c(=C/C(=O)c3ccc(C)cc3)[nH]c2=O)cc1OC	-7.7	-54.0	5.0	96.8	-1.4	-2.0	43.0	9.9	4.2	-0.8
CCOC(=O)[C@@H]1CSCCS(=O)(=O)N1	-5.6	20.2	4.4	94.4	4.5	-16.7	4.9	-4.3	-14.8	3.6
O=C1NC[C@@H](Cc2cccc3ccccc23)N(CCc2cc(C(F)(F)F)cc(C(F)(F)F)c2)C1=O	2.1	-18.5	7.4	104.3	4.0	-37.0	-9.7	3.4	-12.2	-1.8
Cc1ccc(C(=O)COC(=O)CCC(=O)NC2CCCCC2)cc1[N+](=O)[O-]	2.3	47.3*	-6.1	85.5	-2.8	31.5	-3.8	-9.5	-15.3	2.0
CN1CCN(C(=O)C23CC4CC(C2)CC(c2ccccc2)(C4)C3)CC1	1.3	10.5	0.1	102.8	1.4	-0.4	-1.4	-2.0	2.8	0.8
O=C(O)CC1(O)C(=O)N(Cc2ccccc2)c2ccccc21 (stereo unspecified)	-0.7	9.5	-2.4	100.2	4.0	-1.4	-2.1	-2.0	2.5	-4.0
COc1ccc(OC)c(NC(=O)Cn2cc(C#N)c3ccccc32)c1	-4.8	4.4	2.8	101.2	-2.1	12.5	5.9	-0.8	4.0	4.2
COCCNC(=S)N/N=C(\C)c1ccc(Cl)c(Cl)c1Cl	-4.2	13.6	0.8	93.5	-0.8	-2.0	-13.3	-3.0	-11.5	-1.9
